tim23-1 inh: tim23-1 yeast growth inhibition | S. cerevisiae tim23-1 growth, BacTiter-Glo luminescence, 24 h | inhibition, % at 20 µM | hit rate 1.3% among 330,000;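 active = growth inhibition of the mutant yeast at or above 50%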;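 note: temperature-sensitive mutant grown at 25 °C; plate controls were DMSO-treated mutant yeast for no effect and medium wells lacking yeast for full effect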
tim10-1 inh: tim10-1 yeast growth inhibition | S. cerevisiae tim10-1 ts strain growth, BacTiter-Glo, 24 h | inhibition, % at 20 µM | hit rate 2.2% among 330,000;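 active = inhibition of at least 40%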;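 note: mutant grown at 25 °C; 0% = DMSO wells with yeast and 100% = wells holding no yeast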
697 NFkB inh: inhibitors of the PMA/ionomycin-induced NF-kB reporter in 697 B cells; hit rate 0.33% among 330,000; inhibition, % at 4 µM; 697 B-cell NF-kB luciferase reporter, 16 h; in the data active = inhibition above about 35%
CHOP UPR activ: apoptotic UPR (CHOP) activation; activation, % at 10 µM; AID 449763; CHO-CHOP luciferase reporter, luminescence; percent of tunicamycin response over DMSO baseline; hit rate 0.34% among 330,000;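 active = at 10 µM dose, activation of 40% or more, normalized to positive control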;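 note: 100% = tunicamycin at 10 µg/mL and 0% = DMSO alone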
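System: CHO-CHOP luciferase reporter cell line | Buffer or medium: F12 medium containing 10% fetal bovine serum | Doses: One dose, 10 µM in 0.5% DMSO | Times: 6 h compound exposure at 37 °C after overnight seeding | Signal: Luciferase luminescence | Read-out: % activation vs tunicamycin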
Mdm2-MdmX inh: inhibitors of human Mdm2/MdmX interaction. O15151+Q00987. SaOS-2 split-luciferase Mdm2/MdmX complementation, luminescence. inhibition, % at 8 µM. hit rate 3% among 330,000;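 active = inhibition of at least 50% at 8 µM in the primary screen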
Target sequence (O15151 whole entry, looked up): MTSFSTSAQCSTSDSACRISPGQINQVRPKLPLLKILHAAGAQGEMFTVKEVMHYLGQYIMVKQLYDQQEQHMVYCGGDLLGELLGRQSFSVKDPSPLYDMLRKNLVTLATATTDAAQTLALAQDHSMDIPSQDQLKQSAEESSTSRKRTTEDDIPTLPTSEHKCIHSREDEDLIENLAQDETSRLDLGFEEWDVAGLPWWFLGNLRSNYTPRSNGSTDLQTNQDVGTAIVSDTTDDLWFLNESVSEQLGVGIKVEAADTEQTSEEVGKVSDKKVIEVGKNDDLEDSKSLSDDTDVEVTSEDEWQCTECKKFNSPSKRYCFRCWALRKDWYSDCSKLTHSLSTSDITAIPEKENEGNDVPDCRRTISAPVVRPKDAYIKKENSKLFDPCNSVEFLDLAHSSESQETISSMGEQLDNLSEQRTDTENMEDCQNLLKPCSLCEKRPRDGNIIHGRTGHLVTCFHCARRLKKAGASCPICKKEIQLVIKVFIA
Target sequence (Q00987 whole entry, looked up): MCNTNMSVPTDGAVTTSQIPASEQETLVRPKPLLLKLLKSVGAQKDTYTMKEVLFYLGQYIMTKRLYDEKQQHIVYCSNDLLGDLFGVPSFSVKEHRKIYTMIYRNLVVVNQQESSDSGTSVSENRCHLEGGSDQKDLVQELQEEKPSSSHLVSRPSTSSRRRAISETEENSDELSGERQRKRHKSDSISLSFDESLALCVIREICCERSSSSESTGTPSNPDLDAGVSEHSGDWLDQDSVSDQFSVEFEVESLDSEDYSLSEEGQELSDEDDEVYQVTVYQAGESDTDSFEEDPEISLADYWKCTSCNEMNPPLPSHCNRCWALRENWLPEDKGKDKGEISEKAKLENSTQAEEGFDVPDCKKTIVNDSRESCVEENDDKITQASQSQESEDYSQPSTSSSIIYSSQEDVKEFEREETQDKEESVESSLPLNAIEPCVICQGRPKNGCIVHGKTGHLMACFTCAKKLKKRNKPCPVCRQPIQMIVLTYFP
UPR XBP1 act: adaptive UPR (XBP1) activation; CHO-XBP1 luciferase reporter, IRE1-XBP1 UPR activation, luminescence; percent of tunicamycin response, DMSO as zero; activation, % at 20 µM; hit rate 0.33% among 330,000; AID 463104;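 active = versus positive control, 20 µM dose yields 30% or more activation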;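 note: 100% = tunicamycin at 10 µg/mL and 0% = DMSO only wells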
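Material: CHO-XBP1 cells stably carrying IRE1-XBP1-driven luciferase reporter / Amount: 1000 cells per well / Compound: 20 µM, 1% DMSO / Times: 6 h treatment, 37 °C / Detection: luciferase luminescence / Measure: % activation of reporter signal versus tunicamycin and DMSO controls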
Jurkat NFkB inh: lowers PMA/ionomycin-induced NF-kB signal in Jurkat cells; PMA/ionomycin-induced NF-kB luciferase reporter, luminescence; inhibition, % at 4 µM; hit rate 0.53% among 330,000; AID 435003; in the data active = inhibition above about 50%
TIM10 inh: growth inhibitors of TIM10 yeast strain; S. cerevisiae TIM10 strain growth, BacTiter-Glo luminescence, 24 h; inhibition, % at 10 µM; hit rate 1.4% among 330,000;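 active = inhibition of 40% or more at the single tested concentration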;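 note: wild-type TIM10 isogenic control strain grown at permissive 25 °C; 0% = DMSO yeast wells and 100% = minimal medium wells without yeast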
* hit, by the source's call; . = no result given. Not a hit list; about 6.6% have a hit in one of these screens.

Value order: tim23-1 inh, tim10-1 inh, 697 NFkB inh, CHOP UPR activ, Mdm2-MdmX inh, UPR XBP1 act, Jurkat NFkB inh, TIM10 inh
Cc1cc(OCC(=O)NC2CC(C)(C)NC(C)(C)C2)c2c(C)c(C)c(=O)oc2c1
→ -7, -9, 4, -1.7, 26, -2, -20, 8
CCN1C(=O)[C@H]2[C@H]3CN=C(SCc4ccc(Cl)cc4)N3[C@@](Cc3ccccc3)(C(=O)OC)[C@H]2C1=O
→ 46, 23, -19, 2.8, 48, -2, ., 16
Cc1cc(C)n(C(=O)N(c2ccccc2)c2ccccc2)n1
→ 18, 20, 3, -0.2, 5, -1, -12, 9
CC(C)OC(=O)Nc1ccc2c(c1)N(C(=O)CCN(C)C)c1ccccc1CC2
→ 3, -2, -6, 0.0, 25, -1, -11, -3
Cc1ccc(NC(=O)CN(C)S(=O)(=O)c2cccs2)cc1C
→ 25, 23, -13, -0.3, 6, -1, 3, 18
O=c1[nH]nc(SCc2cc(Cl)ccc2Cl)c(=O)[nH]1
→ 3, 13, 20, 0.9, 19, 0, -8, 4
CN(C)Cc1cnc2ccc(Cl)cn12
→ -8, 3, 14, -1.8, 13, -1, -1, -5
COc1ccc(S(=O)(=O)N2CCC(C(=O)NCc3ccccn3)CC2)cc1Cl
→ 9, -2, 4, -0.8, 11, -6, 4, -1
CCOc1ncccc1C(=O)OCc1c(Cl)cccc1Cl
→ 23, 24, 16, -1.8, 8, 2, -5, 8
Cc1ccc(S(=O)(=O)N(C)c2nc3ccccc3[nH]c2=S)cc1
→ 29, 22, -22, 1.5, -30, 0, -5, 2
Cc1nn2c(N3CCN(C4CCCC4)CC3)cc(C(C)(C)C)nc2c1-c1ccccc1
→ 22, 14, -126, -0.8, 5, 2, -12, 8
COc1ccccc1-c1nnc(SCC(=O)Nc2ccc(S(N)(=O)=O)cc2)n1N
→ 7, -5, 5, -0.8, 36, 0, 3, -16
COc1ccc(N/C(=N\c2nc(C)cc(C)n2)NC(=O)C(C)C)cc1OC
→ -1, 22, 3, 0.6, 26, 2, 9, 20
COc1ccc(S(=O)(=O)N(C)CC(=O)NC2CC2)cc1
→ 3, -9, 5, -0.7, 7, -4, -15, -7
COc1cccc(-c2nc(Cc3ccc(OC)c(OC)c3)no2)c1
→ 17, 27, -25, 0.6, 5, -4, 3, 16
CC(=O)c1ccc(NS(=O)(=O)c2ccc(C(C)(C)C)cc2)cc1
→ 32, 23, -12, 2.9, -1, -1, -2, 15
O=C(CSc1cccc[n+]1[O-])NC1CCCCC1
→ 2, 2, 5, -1.1, 21, 1, 2, 6
Cc1cc(NC(=O)C2C3C(=O)N(c4cccnc4)C(C(=O)NC(C)(C)C)C34C=CC2(C)O4)no1 (stereo not drawn)
→ 17, 9, -1, -0.9, -13, -4, -9, 3
CCN(CC)S(=O)(=O)c1ccc2c(c1)N(CC(=O)NCc1ccco1)C(=O)CO2
→ 4, -9, 0, 0.2, 12, -2, 4, 0
COc1ccccc1N1CCN(C(=O)Cn2nnc(-c3cccs3)n2)CC1
→ 7, 3, -18, 0.5, -1, 3, -3, -16
Cc1ccc(OCCOc2ccc(Cl)cc2Cl)c([N+](=O)[O-])n1
→ 45, 35, -39, 5.3, -70, -1, -14, 31
C=CCN1C(=O)/C(=C\c2cccc(OC(=O)c3ccco3)c2)SC1=S
→ -5, -7, 8, 3.0, 3, -3, 16, 5
CSC1=NCCN1C(=O)c1c(F)cccc1F
→ 5, 9, 1, -0.4, 0, 1, 10, -7
CCOc1cc(C(N)=O)cc(Cl)c1OCC
→ -4, 2, 10, -1.9, 24, -2, 9, -3
COc1ccc(-c2csc(N(Cc3ccco3)C(=O)c3cccs3)n2)cc1
→ 11, -24, -13, 4.4, -33, 0, -12, -12
CCOc1ncccc1C(=O)Nc1ccc(OC)c(S(=O)(=O)N2CCOCC2)c1
→ 16, 13, 24, 2.1, 12, 4, 21, 5
COC(=O)C(C)Sc1nc2c([nH]c3ccccc32)c(=O)n1C (stereo not drawn)
→ 15, 19, -18, 1.1, 31, -1, -5, 13
COc1ccc2ccccc2c1/C=N/NC(=O)c1cccc([N+](=O)[O-])c1
→ -21, -21, 25, -0.2, 22, 4, 2, -8
COCc1nc(-c2ccc(-c3ccc(OC)cc3)nc2OC)no1
→ 29, 24, -49, 3.0, -56, 4, -42, 15
CC(=O)Oc1ccc(C(=O)Nc2ccc3c(c2)C(=O)N(CCC(=O)O)C3=O)cc1
→ 12, 5, 16, -1.2, -1, -1, -4, -4

Full records, quoted from the list:
Entry for `COC(=O)C(C)Sc1nc2c([nH]c3ccccc32)c(=O)n1C` (stereo not drawn) = tim23-1 inh = 15; tim10-1 inh = 19; 697 NFkB inh = -18; CHOP UPR activ = 1.1; Mdm2-MdmX inh = 31; UPR XBP1 act = -1; Jurkat NFkB inh = -5; TIM10 inh = 13
Entry for `Cc1cc(OCC(=O)NC2CC(C)(C)NC(C)(C)C2)c2c(C)c(C)c(=O)oc2c1` = tim23-1 inh = -7; tim10-1 inh = -9; 697 NFkB inh = 4; CHOP UPR activ = -1.7; Mdm2-MdmX inh = 26; UPR XBP1 act = -2; Jurkat NFkB inh = -20; TIM10 inh = 8

Returning to the listing, repeating the two entries before the break.
Value order: tim23-1 inh, tim10-1 inh, 697 NFkB inh, CHOP UPR activ, Mdm2-MdmX inh, UPR XBP1 act, Jurkat NFkB inh, TIM10 inh
COCc1nc(-c2ccc(-c3ccc(OC)cc3)nc2OC)no1
→ 29, 24, -49, 3.0, -56, 4, -42, 15
CC(=O)Oc1ccc(C(=O)Nc2ccc3c(c2)C(=O)N(CCC(=O)O)C3=O)cc1
→ 12, 5, 16, -1.2, -1, -1, -4, -4
O=C(NCCCl)Nc1ccc(Cl)c([N+](=O)[O-])c1
→ 18, 26, 9, 3.1, 18, -3, -10, 12
Cc1nnc(NC(=O)CSc2nnc(CC(=O)Nc3ccccc3C)n2C)s1
→ -2, 7, -2, -0.1, 8, -1, 1, -12
CCOC(=O)N1CCC(N2C(=O)c3ccccc3C2Nc2ccc(S(=O)(=O)N(CC)CC)cc2)CC1 (stereo not drawn)
→ 7, 7, 22, 0.5, 4, -6, -14, 13
CCOC(=O)c1c(-c2ccc(C)o2)csc1NC(=O)CN(C)CC(=O)Nc1ccc(C)cc1
→ 25, 34, -2, 0.6, 38, -2, 9, 33
Cc1onc(-c2ccccc2)c1C(=O)OCC(=O)N(CC(C)C)c1c(N)n(Cc2ccccc2)c(=O)[nH]c1=O
→ 15, 6, 13, -0.7, 14, 3, 23, 8
Cc1cccc(C)c1OCC(=O)N1CCc2ccccc2C1
→ 36, 10, 4, 0.5, 3, -1, -5, 5
CCn1cc(C(=O)NCC(OC)OC)c(=O)c2cc(S(=O)(=O)N3CCCC3)ccc21
→ 17, 10, 3, 3.9, 23, -4, 6, 1
CC1(C)CC(NC(=O)c2cc(S(=O)(=O)N3CCOCC3)c(Cl)cc2Cl)CC(C)(C)N1
→ 8, -17, -19, 1.4, 13, -1, 6, 2
O=C(/C=C/c1ccc(S(=O)(=O)N2CCOCC2)cc1)N(CCO)Cc1ccccc1
→ 6, 10, 13, -0.2, 13, 2, 16, 3
O=C(CCC1CC(=O)Nc2ccccc21)NCc1ccc(F)cc1 (stereo not drawn)
→ -5, -12, -15, 1.7, 15, -1, 2, 4
CCN1CCN(Cc2c(O)ccc3c2O/C(=C\C=C\c2ccccc2)C3=O)CC1
→ -2, 35, -12, 154*, 96*, -2, -6, 6
COc1ccc(NC(=O)N2CCCC2C(=O)NCc2ccccc2Cl)cc1 (stereo not drawn)
→ 6, -5, -11, -0.2, 4, -5, -21, 0
CCCC(c1nnnn1CCc1ccccc1)N1CCC(C(N)=O)CC1 (stereo not drawn)
→ -2, 8, -4, -0.5, 9, 1, -9, -15
Cc1cccn2c(=O)c(/C=C(\C#N)C(=O)NC3CCS(=O)(=O)C3)c(N3CCC(C(N)=O)CC3)nc12 (stereo not drawn)
→ -4, 8, -1, 0.3, 4, 0, -7, -15
CCOC(=O)C1C2C=CC3(CN(Cc4ccco4)C(=O)C13)O2 (stereo not drawn)
→ -5, 15, 10, -0.3, -12, -1, 7, 8
Cc1ccc(S(=O)(=O)N2CCN(C(=O)c3ccccc3OCc3c(C)noc3C)CC2)cc1C
→ 13, 20, 3, 2.4, 21, -2, 2, 14
Nc1c(Br)c(=O)[nH]c(=O)n1-c1ccccc1
→ -4, 2, 8, 0.5, 23, -2, -4, 9
C=C(C)CNC(=S)N/N=C(\C)c1ccc(Cl)s1
→ 25, 32, -26, 1.1, 7, 6, -22, 26
Cc1nc2oc3ccccc3c(=O)c2c(=O)n1Cc1ccccc1
→ 23, 16, 17, 0.2, 14, 1, -8, 24
Cc1ccc(Sc2ccc(N)cc2C#N)cc1
→ 58*, 35, 0, -2.3, 19, 0, -4, 11
Cc1cccc(NC(=O)c2ccc3nc(N4CCOCC4)sc3c2)c1C
→ 18, 14, -97, 0.3, 16, -2, -20, 11
CCOC(=O)C1=C(COC(=O)COc2ccccc2OCC)NC(=O)NC1C (stereo not drawn)
→ 10, 8, 18, 2.0, -5, 3, 1, 4
COc1ccc(NC(=O)N[C@@H](Cc2ccccc2)C(=O)NN)cc1
→ 8, 4, 11, -1.1, 1, 1, -4, -14
Nn1c(COc2cccc(Br)c2)nnc1SCC(=O)N1CCc2ccccc2C1
→ 17, 12, -11, -0.9, 5, -1, -1, 5
CCOC(=O)c1c(C)n(C)c2ccc(OC)c(NC(=O)CN3CCC(C(=O)OCC)CC3)c12
→ 7, 9, 10, -0.8, 18, 0, 3, -23
COc1ccc(NC(=O)CSc2nnc(CC(=O)Nc3ccc(F)cc3)n2C)cc1
→ 4, -18, 10, 3.5, 22, -1, 12, 4
Cc1cc(Nc2cccc([N+](=O)[O-])c2)c2ccccc2n1
→ 11, 12, -24, -2.0, -19, -1, 21, -1

Seven of the entries above in order of the UPR XBP1 act value, lowest first.
Molecule,UPR XBP1 act
CCOC(=O)N1CCC(N2C(=O)c3ccccc3C2Nc2ccc(S(=O)(=O)N(CC)CC)cc2)CC1 (stereo not drawn),-6
COc1ccc(NC(=O)N2CCCC2C(=O)NCc2ccccc2Cl)cc1 (stereo not drawn),-5
CCn1cc(C(=O)NCC(OC)OC)c(=O)c2cc(S(=O)(=O)N3CCCC3)ccc21,-4
O=C(CCC1CC(=O)Nc2ccccc21)NCc1ccc(F)cc1 (stereo not drawn),-1
Cc1cccn2c(=O)c(/C=C(\C#N)C(=O)NC3CCS(=O)(=O)C3)c(N3CCC(C(N)=O)CC3)nc12 (stereo not drawn),0
Cc1nc2oc3ccccc3c(=O)c2c(=O)n1Cc1ccccc1,1
C=C(C)CNC(=S)N/N=C(\C)c1ccc(Cl)s1,6

Screening data: PubChem BioAssay, Sanford-Burnham Center for Chemical Genomics
